Screens as filed in PubChem BioAssay.
ASAP1 GAP inh – inhibitors of human ASAP1 ArfGAP activity; Q9ULH1; ASAP1-stimulated ARF1 GTP hydrolysis, GDP FP detection; inhibition, % at 16.5 µM; 0.19% of 360,000 active; AID 624377; in the data active = inhibition above about 25%;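 also: 0% = vehicle with enzyme and substrate and 100% = no enzyme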
DDE Tn7 FP inh – inhibitors of Tn7 peptide binding to human fibrin DD(E). inhibition, % at 8.3 µM. 0.13% of 370,000 active. FP displacement of FITC-Tn7 peptide from fibrin DD(E); 0% = median of compound wells per plate. P02675. AID 720508;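 active = inhibition above the mean of compounds falling within the control limits plus 3 SD of them, cut at about 14% in these data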;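 also: 0% = plate median of compound wells and 100% = 10 µM Aha-Tn7 peptide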
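Assay system: human fibrin DD(E). Input: DD(E) 2 µM final. Medium: Tris buffer with calcium and detergent, pH 7.8. Compound dosing: single point at 8.3 µM. Timing: 10 min plus 3 h, room temperature. Technique: fluorescence polarization of the labelled Tn7 tracer. Read-out: percent inhibition. Replicates: singlicate testing.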
PLC-beta3 inh – inhibitors of human phospholipase C beta3; Purified PLC-beta3, fluorogenic substrate, fluorescence; inhibition, % at 12.2 µM; 0.18% of 370,000 active; AID 720704; in the data active = inhibition above about 11%;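 also: 0% = median of compound wells on plate and 100% = full blocker control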
ADAM17 inh – inhibits human ADAM17. P78536. recombinant ADAM17, EDANS/DABCYL FRET peptide cleavage. inhibition, % at 6.95 µM. 0.83% of 370,000 active;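 active = inhibition above the mean of compounds lying between control limits plus 3 SD, set per campaign, cut at about 8.5% in these data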;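 also: 0% = DMSO-only wells as the low control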
TDP2 absorb – TDP2 (human) inhibition, absorbance primary screen; inhibition, % at 12.8 µM; 0.34% of 370,000 active; recombinant TDP2, T5PNP hydrolysis, p-nitrophenol absorbance 415 nm;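 active = inhibition above the mean of all tested compounds plus 3 SD, set per campaign, cut at about 25% in these data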;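 also: 0% = DMSO with enzyme and 100% = buffer with substrate but no TDP2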
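Test system: Human TDP2 enzyme | Reagent: 5 mM T5PNP | Compound dosing: 12.8 µM single point, 1% DMSO | Incubation: Enzyme reaction with compound for 2 h at 37 °C | Technique: p-Nitrophenol epi absorbance | Read-out: % inhibition relative to enzyme-containing and enzyme-free wells | Benchmarks: High control without enzyme, low control DMSO plus TDP2 | Replicates: Singlicate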
DDE Tn6 FP inh – disrupts Tn6 cyclic peptide binding to fibrin D-Dimer-E complex; 0.21% of 370,000 active; P02675; Fibrin DD(E) TRITC-Tn6 fluorescence polarization displacement; inhibition, % at 8.3 µM;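 active = inhibition above a per-campaign cutoff: mean of compounds within control limits plus 3 SD, cut at about 15% in these data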;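 also: 0% = median of all compound wells on the plate and 100% = blocking peptide control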
SIAE inh – human SIAE inhibition, primary screen; SIAE FP-Rh probe binding, fluorescence polarization; inhibition, % at 9.66 µM; Q9HAT2; AID 1053197; 0.69% of 370,000 active;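 active = inhibition above a cutoff: mean of compounds within the control limits plus 3 SD of those, cut at about 17% in these data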;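 also: 0% = plate median of compound wells and 100% = probe without SIAE protein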
ARFGAP1 inhibitor – inhibits rat ARF GTPase activating protein 1; inhibition, % at 16.5 µM; 0.26% of 360,000 active; Q62848; Arfgap1-stimulated ARF1 GTP hydrolysis, GDP FP detection;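 active = inhibition above a per-plate limit, mean inhibition of low control wells plus 3 SD, cut at about 25% in these data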;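 also: 0% = DMSO wells with enzyme and 100% = wells lacking Arfgap1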
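System: truncated rat Arfgap1 GAP domain / Benchmarks: high control wells lacking Arfgap1, low control full reaction with DMSO / Times: compound-enzyme preincubation 20 min, reaction 120 min, detection 60 min, 25 °C / Repeats: one replicate per compound / Also added: human ARF1(Δ1-17)-GTP substrate / Measured by: Tracer-displacement fluorescence polarization with EDTA stop, 620/688 nm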
ADAM10 inh – ADAM10 inhibition, QFRET primary screen | O14672 | recombinant ADAM10, EDANS/DABCYL FRET peptide cleavage, 3 h | inhibition, % at 7 µM | 0.62% of 370,000 active;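 active = inhibition above a per-campaign cutoff equal to the mean of compounds falling between control-based bounds plus 3 SD, cut at about 20% in these data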;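 also: 0% = DMSO wells while the 100% control is not disclosed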
PLCg1 inh – inhibitors of human phospholipase C gamma1; P19174; purified PLC-gamma1, fluorogenic substrate, fluorescence; inhibition, % at 12.2 µM; 0.84% of 370,000 active; in the data active = inhibition above about 9.5%
Target sequence (P19174 whole entry, looked up): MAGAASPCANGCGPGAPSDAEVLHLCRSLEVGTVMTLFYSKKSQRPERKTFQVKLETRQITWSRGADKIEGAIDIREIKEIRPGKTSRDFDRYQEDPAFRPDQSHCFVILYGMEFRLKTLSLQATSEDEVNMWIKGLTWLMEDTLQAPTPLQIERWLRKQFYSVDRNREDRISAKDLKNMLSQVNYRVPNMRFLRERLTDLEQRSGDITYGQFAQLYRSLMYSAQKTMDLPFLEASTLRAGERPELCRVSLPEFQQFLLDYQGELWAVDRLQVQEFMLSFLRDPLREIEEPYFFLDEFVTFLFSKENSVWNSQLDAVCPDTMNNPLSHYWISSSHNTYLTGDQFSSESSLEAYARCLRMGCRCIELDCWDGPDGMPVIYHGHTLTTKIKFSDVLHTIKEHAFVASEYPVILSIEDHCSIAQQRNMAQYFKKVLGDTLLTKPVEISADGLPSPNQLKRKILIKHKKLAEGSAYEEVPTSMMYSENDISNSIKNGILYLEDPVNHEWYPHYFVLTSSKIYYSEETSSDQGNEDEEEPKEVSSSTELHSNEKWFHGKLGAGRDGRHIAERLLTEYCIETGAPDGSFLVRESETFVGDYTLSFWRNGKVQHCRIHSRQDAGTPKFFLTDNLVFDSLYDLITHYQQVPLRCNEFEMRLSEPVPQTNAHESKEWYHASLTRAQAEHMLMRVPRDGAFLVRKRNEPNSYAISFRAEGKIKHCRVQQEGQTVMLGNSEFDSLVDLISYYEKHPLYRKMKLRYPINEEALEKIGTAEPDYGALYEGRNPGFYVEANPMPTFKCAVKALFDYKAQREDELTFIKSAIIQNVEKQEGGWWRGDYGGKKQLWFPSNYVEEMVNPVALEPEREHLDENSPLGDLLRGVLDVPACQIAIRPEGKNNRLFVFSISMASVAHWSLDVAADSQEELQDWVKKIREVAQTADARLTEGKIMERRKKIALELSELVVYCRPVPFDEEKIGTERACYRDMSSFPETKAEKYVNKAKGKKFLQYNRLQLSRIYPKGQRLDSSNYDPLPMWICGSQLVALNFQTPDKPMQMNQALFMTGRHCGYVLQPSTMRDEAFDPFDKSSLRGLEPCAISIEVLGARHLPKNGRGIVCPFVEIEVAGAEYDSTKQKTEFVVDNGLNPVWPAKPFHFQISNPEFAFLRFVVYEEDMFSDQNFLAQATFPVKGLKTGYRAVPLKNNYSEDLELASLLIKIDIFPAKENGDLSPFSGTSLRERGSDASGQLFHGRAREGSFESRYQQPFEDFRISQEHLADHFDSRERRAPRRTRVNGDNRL
An asterisk follows results filed as active; i = inactive.

ASAP1 GAP inh,DDE Tn7 FP inh,PLC-beta3 inh,ADAM17 inh,TDP2 absorb,DDE Tn6 FP inh,SIAE inh,ARFGAP1 inhibitor,ADAM10 inh,PLCg1 inh,structure
-0.6,5.2,4.1,-1.9,-5.6,-3.7,1.4,-2.6,-2.7,5.4,COc1cc(C(=O)N2CCN(C(=O)C3CC3)CC2)cc(OC)c1OC
-4.8,-1.3,-6.2,-0.6,6.0,-1.6,2.0,3.2,-5.7,-1.1,CC(C)(C)C(=O)NC1CC2CCCC(C1)N2C(=O)Nc1ccccc1F (stereo not drawn)
3.6,-7.2,-4.0,-1.8,13.1,-7.8,-2.3,5.8,2.6,3.5,Cc1ccsc1/C=N/NC(=O)CNC(=O)c1c(F)cccc1Cl
-2.2,-0.8,4.1,1.8,3.6,-1.2,-4.3,-2.5,2.8,-0.1,Cc1cc(C)n(-c2ccc(C(=O)N3CC(C)OC(C)C3)cc2)n1 (stereo not drawn)
-1.0,-3.5,3.5,-1.1,-0.8,-2.0,-0.7,6.0,-2.0,0.1,Brc1cnc(N2CCCC2)nc1N1CCCCC1
-3.3,3.5,-7.2,-1.9,9.3,2.0,6.9,5.7,-1.0,0.1,O=C(CN1CCN(Cc2ccccc2)CC1)NCCc1ccccc1
0.1,3.9,-2.0,-2.2,-4.6,6.3,-2.3,2.8,0.9,1.3,O=C(c1cc2ccccc2oc1=O)N(Cc1cccs1)C1CCS(=O)(=O)C1 (stereo not drawn)
2.4,-9.4,-1.6,0.1,7.3,-0.6,-2.4,-1.8,4.5,3.8,O=C1CC(c2ccccc2)(c2ccccc2)c2ccccc21
-25.8,-2.7,-4.3,-5.0,-2.0,-2.4,9.2,-8.7,-0.5,0.4,COc1ccc(Cl)cc1S(=O)(=O)Nc1ccc(Cl)cn1
0.5,9.8,-8.7,-2.8,-0.4,-5.5,-1.5,1.2,-14.2,-1.0,COc1ccc(N2CCN(C(=O)c3cccc(S(=O)(=O)N4CCOCC4)c3)CC2)cc1
-10.7,4.4,0.2,3.4,0.0,-2.8,12.5,-18.4,13.5,2.7,O=C(O)CCSc1nnc(SCC(=O)NCC(F)(F)F)s1
-4.1,-4.5,-1.1,-1.2,-4.6,3.6,-9.1,11.1,-1.9,-1.1,CCOc1ccc(S(=O)(=O)NCCC(=O)OCC(=O)N2CC(=O)Nc3ccccc32)cc1
-8.4,2.9,3.7,-1.6,2.1,1.3,-4.5,-4.1,0.8,0.6,O=C(NCCc1ccccc1)C(=O)Nc1ccc([N+](=O)[O-])cc1
0.0,7.3,-8.8,-4.0,1.2,6.3,-1.9,3.5,-7.0,-6.5,Cc1nc(NCc2ccccn2)c2ccccc2n1
2.8,-3.3,0.5,0.5,8.3,1.4,-0.3,-3.6,-5.4,0.0,NC(=O)CSc1nnc(Cn2cnc3ccccc32)o1
4.8,0.4,-3.3,-2.4,-4.9,3.1,17.0,-9.6,-10.4,1.2,C/C(=N\Nc1ccccc1[N+](=O)[O-])c1ccc(N2CCOCC2)cc1
4.7,-1.9,0.1,-3.0,2.5,8.5,1.1,-20.0,-4.5,2.1,CC1CN(C(=O)CCC(=O)NCc2ccccc2)c2cc(Cl)ccc2O1 (stereo not drawn)
9.6,-1.2,0.8,-1.4,-1.7,-3.2,9.8,3.6,-5.4,2.7,FC(F)(F)c1cccc(NC(=S)N2CCN(c3ccccn3)CC2)c1
3.8,5.9,-1.8,1.3,1.8,5.0,5.0,-12.0,8.5,5.0,Cn1c(=O)c2c(ncn2CCCC(=N)N2CCOCC2)n(C)c1=O
-0.8,-2.6,3.7,4.6,-4.4,-0.3,0.4,2.4,9.0,0.9,CCn1ncc(C2=NOC(C(=O)NCCc3ccccc3)C2)c1C (stereo not drawn)

Whole records, looked up by structure:
Cc1nc(NCc2ccccn2)c2ccccc2n1 across the screens: ASAP1 GAP inh: 0.0; DDE Tn7 FP inh: 7.3; PLC-beta3 inh: -8.8; ADAM17 inh: -4.0; TDP2 absorb: 1.2; DDE Tn6 FP inh: 6.3; SIAE inh: -1.9; ARFGAP1 inhibitor: 3.5; ADAM10 inh: -7.0; PLCg1 inh: -6.5
COc1ccc(N2CCN(C(=O)c3cccc(S(=O)(=O)N4CCOCC4)c3)CC2)cc1 across the screens: ASAP1 GAP inh: 0.5; DDE Tn7 FP inh: 9.8; PLC-beta3 inh: -8.7; ADAM17 inh: -2.8; TDP2 absorb: -0.4; DDE Tn6 FP inh: -5.5; SIAE inh: -1.5; ARFGAP1 inhibitor: 1.2; ADAM10 inh: -14.2; PLCg1 inh: -1.0

The results go on.
ASAP1 GAP inh,DDE Tn7 FP inh,PLC-beta3 inh,ADAM17 inh,TDP2 absorb,DDE Tn6 FP inh,SIAE inh,ARFGAP1 inhibitor,ADAM10 inh,PLCg1 inh,structure
2.9,-1.0,2.9,1.9,2.8,0.0,3.9,10.5,7.8,1.6,COCc1cccc(C2=CC(=O)C[C@H](c3ccc(F)cc3)C2)c1
-3.6,-1.8,-334.2,-405.3,9.5,1.9,1.4,3.1,i,-268.6,COc1cccc(Cn2c3ccc(NC(=O)CCc4ccc(F)cc4)cc3c(=O)n2C)c1
10.8,-1.5,3.9,-1.1,14.1,1.0,-3.7,-13.7,2.4,4.4,CCC(=O)Nc1cccc(NC(=O)CSc2nnnn2C2CCCC2)c1
-3.0,3.3,-5.3,-0.8,-5.2,-0.3,0.0,-8.5,3.4,2.3,COc1cccc(NC(=O)NC(=O)c2c(C)cc(Cl)nc2Cl)c1
-1.4,-5.9,-1.7,0.9,16.9,1.2,8.6,-2.6,0.8,1.7,COc1ccc(CNCc2ccccc2C(F)(F)F)cc1
-2.6,1.9,2.4,2.8,-5.4,4.2,10.3,-0.2,5.4,-1.3,Cc1cc(C)cc(NS(=O)(=O)c2ccc3oc(=O)ccc3c2)c1
6.6,-2.9,-7.2,-2.8,16.3,-7.8,-1.5,0.3,-11.0,1.6,CC(=O)c1ccc(NC(=O)CNCC(c2ccccc2)N(C)C)cc1 (stereo not drawn)
-4.5,3.4,1.7,-1.1,7.4,-8.5,3.5,1.7,8.5,1.0,CCCc1nnc(NC(=O)C(=O)NCCN(C)C)s1
4.2,-7.1,0.1,2.6,-1.1,-8.1,7.2,0.2,-5.3,-1.2,O=C(NC1CC1)C1CCN(C2CCN(C(=O)CCOc3ccccc3)CC2)CC1
1.6,6.0,4.2,0.7,4.6,-1.2,-4.3,2.4,-2.4,3.6,CCC(CC)C(=O)Nc1ccccc1NC(C)=O
-11.2,1.4,-7.6,-1.6,6.7,-1.6,2.2,19.5,-8.8,1.1,O=C(OCC(=O)N1CCN(C(=O)c2ccco2)CC1)c1c(Cl)cccc1Cl
-3.6,3.8,-1.3,3.6,-12.2,-1.1,-1.2,18.0,-5.7,-0.7,O=S(=O)(NCC1CCCO1)c1ccc(S(=O)(=O)N2CCc3ccccc3C2)cc1 (stereo not drawn)
-10.6,-13.7,2.5,-0.4,2.6,-2.5,5.0,-0.2,-1.4,4.1,COc1cc2c(C(=O)NCc3ccc4c(c3)OCO4)cn(C)c(=O)c2cc1OC
6.0,5.2,1.0,-1.4,-0.2,-4.9,0.9,9.4,-3.5,-0.6,CCc1nnc(NC(=O)Cc2ccc(OC)cc2)s1
3.3,-0.2,3.7,0.4,12.8,-6.5,-118.7,-3.0,5.1,-1.6,CCN(CC)S(=O)(=O)c1ccc(NC2=NS(=O)(=O)c3ccccc32)cc1
-4.2,-2.8,1.9,-3.0,-2.5,8.4,2.6,-1.1,-0.8,4.0,OC(CN1CCCCC1)CN(c1ccccc1)c1ccccc1 (stereo not drawn)
-5.9,0.5,2.8,1.0,-2.6,5.0,0.9,-7.3,0.8,-1.9,CCOP(=O)(OCC)C(O)c1cc(OC)c(OC)c(OC)c1 (stereo not drawn)
0.0,-1.3,i,-16.8,-10.3,7.9,-5.6,0.1,-52.4,-386.5,CCSc1nnc2ccc(-c3cccs3)nn12
-3.3,-1.4,-1.6,-0.4,7.2,-1.6,5.9,14.9,-1.9,3.5,CCOc1ccc(CCNC(=O)c2cccc3c2C(=O)N(CCOC)C3)cc1OCC
-7.9,-9.4,2.8,-3.3,-10.7,2.8,9.8,-6.4,-2.6,2.2,CSC(SC)=C(C#N)C(=O)c1ccccc1
3.4,-10.0,-7.6,10.0*,-12.3,-30.9,-51.5,3.0,14.5,-6.4,Cc1ccc(OCCOCCOc2ccc(Br)cc2/C=N\NC(=O)c2ccncc2)cc1
5.4,-1.1,-7.1,-0.4,7.2,-4.5,-18.8,2.4,-3.4,3.2,CC(=O)Oc1ccc(C(=O)Nc2cccc(-c3nnc(-c4ccco4)o3)c2)cc1
3.1,-0.7,-2.6,5.6,-19.5,-4.1,-0.1,-7.6,6.6,5.2,CCNc1nc(SCC(=O)Nc2ccc(Cl)c(Cl)c2)nc(N(C)C)n1
-5.7,-0.9,-1.0,-2.2,-4.0,5.1,-4.1,-8.2,-3.7,-0.9,O=S(=O)(c1ccc(Cl)cc1)N1CCCC1c1nc2ccccc2s1 (stereo not drawn)
-2.1,0.0,-9.0,-0.1,13.9,1.8,-4.1,-2.0,0.8,-1.1,Cc1nc(-c2ccc(S(=O)(=O)Nc3ccc(Br)cc3F)cc2)co1
-10.7,0.0,3.8,-1.7,9.4,1.3,3.8,9.8,-4.5,3.7,Cc1noc(C)c1NC(=O)N(C)C[C@H]1OCc2cnnn2CCCC(=O)N([C@H](C)CO)C[C@@H]1C
-1.6,-3.9,1.9,1.3,-7.0,5.9,7.7,1.5,2.3,-0.5,CC(C)(C)c1cc(NC(=O)CSc2nnc(N)s2)n(-c2ccccc2)n1
-4.0,0.7,-9.6,-2.7,-4.4,1.1,2.2,-4.7,-0.7,-1.3,O=C(O)/C=C/C(=O)NCCc1ccc(Cl)cc1
-1.6,5.8,-7.5,-4.8,6.9,0.6,-1.3,-12.7,-9.1,-3.8,COc1ccc(CCN(C)C(=O)COC(=O)/C=C/c2ccc(C)o2)cc1OC
4.4,-2.1,-20.5,1.4,-14.9,3.3,-10.8,2.8,-23.6,-14.5,C=CCNC(=S)NNc1nc2c(c(=O)[nH]1)C1(CCCCC1)Cc1ccccc1-2
-0.5,-3.8,-124.7,-7.9,-5.2,7.6,2.3,6.5,-36.6,-98.5,C[C@@H]1CNCCN1c1ccc(N2CCN(Cc3ccccc3)[C@@H](C)C2)c(C#N)c1
-2.7,-4.6,0.3,-1.1,-3.9,2.6,0.1,-5.7,4.7,3.3,C#CCOc1coc(COC(=O)c2ccccc2)cc1=O
9.1,-0.9,-3.2,0.5,-15.1,-1.6,-2.9,-11.3,4.1,4.0,COc1ccc(C(CNC(=O)c2oc3ccc(Cl)cc3c2C)N2CCCCC2)cc1 (stereo not drawn)
-1.8,9.3,-10.3,-2.4,8.6,-3.5,-0.7,3.6,-9.9,-2.4,COc1cc(/C=C\C(=O)O)cc(S(=O)(=O)N2CCCCCC2)c1OC
